Screening results: PubChem, several laboratories
eIF4E 4G PPI: inhibitors of eIF4E and eIF4G interaction in translation initiation; TR-FRET eIF4E-eIF4GI(517-606) binding, 2 h; 220,000 tested, 0.37% active; P63073+Q04637; inhibition, % at 21.7 µM;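 active = inhibition above about 30%, limit read from the data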;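 note: 0% = full FRET control wells and 100% = background wells lacking eIF4GI fragment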
NPY-Y1 antag: antagonists of human neuropeptide Y receptor Y1 | P25929 | HEK293-CNG Y1 cells, membrane potential fluorescence; NPY at EC95, then isoproterenol | inhibition, % at 3.6 µM | 200,000 tested, 1% active;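 active = inhibition above the campaign mean inhibition of all tested compounds plus 3 SD, cut at about 20% in these data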;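 note: 0% = DMSO wells given NPY plus isoproterenol and 100% = isoproterenol alone without NPY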
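System: HEK293 cells with Y1 receptor plus CNG channel / Probe or stimulus: NPY 25 nM then isoproterenol 1 µM plus Ro 20-1724 25 µM / Compound: one concentration, 3.6 µM, in 0.4% DMSO / Schedule: compound incubation 1 h at room temperature, readout 45 min post-stimulation / Measured by: membrane potential fluorescence / Read-out: % inhibition of NPY effect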
S1P4 ag: agonists of human S1P4 receptor; 220,000 tested, 0.35% active; activation, % at 4.98 µM; S1P4-expressing cell line, agonist reporter assay; O95977; in the data active = activation above about 11%;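 note: 0% = DMSO vehicle and 100% = reference agonist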
EP2 antag: inhibitors of human EP2 prostaglandin E2 receptor; P43116; 260,000 tested, 0.52% active; inhibition, % at 25 µM; C6 glioma cells expressing human EP2, cAMP TR-FRET; cells stimulated with saturating PGE2; AID 1422;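 active = percent inhibition above 40 after rounding to a whole number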;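 note: rat C6 glioma host cells with rolipram phosphodiesterase inhibitor present; the protocol text gives 20 µM as final concentration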
Target sequence (P43116 whole entry, looked up): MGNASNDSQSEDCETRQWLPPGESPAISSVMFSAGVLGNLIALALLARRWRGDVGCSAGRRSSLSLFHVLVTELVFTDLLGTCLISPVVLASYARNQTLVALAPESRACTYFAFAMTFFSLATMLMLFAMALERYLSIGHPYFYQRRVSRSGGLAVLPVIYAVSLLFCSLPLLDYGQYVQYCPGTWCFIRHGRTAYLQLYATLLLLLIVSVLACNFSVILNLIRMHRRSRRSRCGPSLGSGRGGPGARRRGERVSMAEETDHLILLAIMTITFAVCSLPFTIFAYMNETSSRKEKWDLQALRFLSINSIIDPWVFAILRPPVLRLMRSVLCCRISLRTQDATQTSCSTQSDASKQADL
NPY-Y1 PAM-ag: potentiators or agonists of human neuropeptide Y receptor Y1. P25929. NPY-Y1 expressing cells, potentiator/agonist activation. activation, % at 3.6 µM. 220,000 tested, 0.37% active; in the data active = activation above about 33%, passing the limit was not always enough;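 note: cells stimulated with NPY at EC10 then isoproterenol at EC100; 0% = low agonist plus stimulus and 100% = saturating agonist plus stimulus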
EP2 mod: modulators of human EP2 prostaglandin E2 receptor | AID 940 | 260,000 tested, 0.83% active | induction, % at 25 µM | EP2-expressing cells, cAMP HTRF FRET, PGE2 co-stimulation;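 active = compounds whose cAMP rise, as percent of the full-agonist control response, exceeds 60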;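 note: rat C6 glioma line stably carrying human EP2 under a CMV promoter; the protocol text gives 20 µM as final concentration; 100% = response of wells given 1 µM PGE2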
NPY2 pot ag: potentiators or agonists of human neuropeptide Y receptor Y2; P49146; activation, % at 3.6 µM; cells expressing NPY-Y2, potentiator/agonist read-out; 220,000 tested, 0.45% active; in the data active = activation above about 27%;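 note: cells stimulated with NPY near EC25 plus isoproterenol at EC100; 0% = vehicle plus submaximal agonist and 100% = vehicle plus saturating agonist; some results beyond the cut were filed as inactive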
Target sequence (P49146 whole entry, looked up): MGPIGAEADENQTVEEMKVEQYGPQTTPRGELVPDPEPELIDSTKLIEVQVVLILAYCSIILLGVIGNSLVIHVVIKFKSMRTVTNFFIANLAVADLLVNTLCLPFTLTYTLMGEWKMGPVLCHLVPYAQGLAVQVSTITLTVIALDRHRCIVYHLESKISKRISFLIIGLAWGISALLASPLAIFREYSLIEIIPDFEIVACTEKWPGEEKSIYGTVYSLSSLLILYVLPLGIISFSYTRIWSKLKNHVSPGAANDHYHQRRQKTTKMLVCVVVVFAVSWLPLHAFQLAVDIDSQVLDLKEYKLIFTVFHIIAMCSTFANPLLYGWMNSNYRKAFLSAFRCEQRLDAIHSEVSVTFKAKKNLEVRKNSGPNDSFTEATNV
S1P4 antagonist: human S1P4 receptor antagonism; S1P4-expressing cells, antagonist mode, reporter read-out; inhibition, % at 4.98 µM; 220,000 tested, 0.26% active; AID 1510; in the data active = inhibition above about 29%;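 note: 0% = wells stimulated with agonist and 100% = vehicle wells without agonist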
p97 inhibitor: blocks human p97 ATPase activity. P55072. recombinant p97 ATPase, Kinase-Glo ATP luminescence, 3 h. inhibition, % at 8 µM. 220,000 tested, 0.42% active. AID 1481; in the data active = inhibition above about 15%;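 note: 0% = DMSO vehicle and 100% = wells lacking enzyme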
Starred values were filed as active, the others as inactive; . = no result given; & = joins results of further samples; [ ] = dose if it differs, or a comment. This is a subset; the hit share may differ from the screen's.

SMILES	eIF4E 4G PPI	NPY-Y1 antag	S1P4 ag	EP2 antag	NPY-Y1 PAM-ag	EP2 mod	NPY2 pot ag	S1P4 antagonist	p97 inhibitor
O=C(Nc1ccccc1C(=O)OC1CCOC1=O)c1ccco1 (configuration not stated)	4	-5	-0.1	17	-24	13	4	-7	0
COC(=O)Cn1c(=O)c(C)nc2ccccc21	3	-2	0.1	8	18	20	5	0	6
CC(C)(O)C#Cc1ccc(CN2CCN(CCc3ccccc3)C(CCO)C2)s1 (configuration not stated)	2	-3	-0.9	-1	-1	-27	-7	13	-8
COCCSc1ccccc1C(=O)Nc1ccc(Cl)cc1	2	2	0.4	24	-13	-13	-15	15	-1
O=C(c1csc2c1CCCCC2)N1CCN(c2ncccn2)CC1	7	1	2.6	-2	-6	-15	3	-23	0
C=CCNC(=O)CC(=O)N/N=C/c1cccc(C)c1	1	-7	-0.4	2	-4	-3	5	-1	5
COc1ccc(-n2c(Cc3cccn3C)nnc2SCC(=O)Nc2cc(Cl)ccc2OC)cc1	1	-2	-0.3	8	6	16	8	11	3
CCCCCCC#Cc1cncc(C(=O)NNC(=O)Nc2cc(Cl)cc(Cl)c2)c1	1	.	-1.6	5	4	-6	20	14	9
Cc1ccc2c(c1)Cc1nc3ccccc3nc1-2	5	2	2.1	3	-4	12	5	-30	-19
O=C1NCCC/C1=N/Nc1cc(F)ccc1F	-2	.	2.1	5	5	-9	3	-2	5
CCOc1cc(/C=C2\N=C(SC)SC2=O)cc([N+](=O)[O-])c1OC(C)=O	1[fluorescence artefact?]	-3	-2.1	.	16	10	1	0	4
c1ccc(-c2ncnc3nc4n(c23)CCC4)cc1	-2	-2	2.2	4	-10	-6	7	-10	5
CCCn1c(SC/C(O)=C(\C#N)c2nc3ccccc3[nH]2)n[nH]c1=O	0	-1	4.5	5	12	-29	10	-9	4
CN(C(=O)C1CCOC1)c1nnc(-c2cccnc2)s1 (configuration not stated)	1	2	-0.2	16	-10	19	1	-9	0
COc1ccc(-c2nnc(N3CCC(C)CC3)c3ccccc23)cc1	2	-1	-0.6	.	-1	66*	-5	-9	2
Cn1c(=O)c2c(nc(CN3CCN(c4ccccc4)CC3)n2CCc2ccccc2)n(C)c1=O	.	5	5.7	7	-21	.	-15	4	-6
CCOC(=O)c1[nH]c2ccc(Br)cc2c1NC(=O)CCN1CCCC(C)(C)C1	-1	-4	0.5	11	-38	-29	-11	16	10
S=C(NCCCc1ccccc1)Nc1ccc(Cl)cc1	-2	9	1.2	8	-19	-59	2	2	-6
COc1ccc(-c2nc(-c3ccc(O)cc3O)cs2)cc1OC	0	-2	1.4	82*	-2	-43	-6	-5	17*
COCCn1c(SCC(=O)Nc2ccc3[nH]c(=O)[nH]c3c2)nc2ccccc2c1=O	1	.	1.2	7	3	12	-18	-7	7
Cc1ccc(S(=O)(=O)NC(C(=O)Oc2ccc3c(C(F)(F)F)cc(=O)oc3c2)c2ccccc2)cc1 (configuration not stated)	4	2	0.8	9	-16	20	5	6	0
COC(=O)c1c(NC(=O)C(C)(C)C)csc1C	-2	.	3.3	9	9	25	15	-8	-1
COc1ccccc1NC(=O)c1ccccc1NS(=O)(=O)N1CCCC1	3[fluorescence artefact?]	-8	-1.6	5	-22	-4	-7	-4	-2
CCN(CC)c1ccc(/C=N/NC(=O)c2ccco2)cc1	-1	0	0.1	10	-4	1	12	-6	2
COc1ccc(N2CCN(Cc3cc(=O)oc4cc5c(cc34)CCCC5)CC2)cc1	-20	0	0.5	15	0	12	4	-4	4
SMILES	eIF4E 4G PPI	NPY-Y1 antag	S1P4 ag	EP2 antag	NPY-Y1 PAM-ag	EP2 mod	NPY2 pot ag	S1P4 antagonist	p97 inhibitor
CC(=O)N1CCc2cc(S(=O)(=O)NCCC(=O)NCCc3ccc(C)cc3)ccc21	2	0	-0.4	13	10	-19	18	-8	8
CCC1CCCCN1S(=O)(=O)c1ccc(S(=O)(=O)N(Cc2ccccn2)CC2CCCO2)cc1 (configuration not stated)	-7	-4	0.1	3	1	-15	-4	-28	-10
N#C/C(=C\c1ccccc1[N+](=O)[O-])C(=O)NC1CCCCC1	4	-1	-0.4	13	-4	-32	-5	-3	10
C=CCN1C(=O)N(c2ccc(F)cc2)C(=O)C1CC(=O)Nc1ccc(Cl)cc1 (configuration not stated)	1	.	-0.6	10	24	-22	14	-13	2
CSc1ncccc1C(=O)Nc1nnc(C2CC2)s1	1	3	0.6	7	4	8	4	-17	6
CCN(CCCNC(=O)C1CCN(S(=O)(=O)CC)CC1)c1cccc(C)c1	-1	4	-0.3	8	-8	8	-14	-2	0
CCOC(=O)c1c(C=O)c(C)n(Cc2ccccc2Cl)c1C	-15	15	-0.9	4	-39	72*	-2	-35	-9
CC(=C/c1ccccc1)/C=N/Nc1nc(N2CCOCC2)nc(N2CCOCC2)n1	-3[fluorescence artefact?]	-8	0.5	7	-11	15	-2	8	-3
CC1(C)CC(N(Cc2ccc(F)cc2)C(=O)c2ccc(F)cc2)CCO1 (configuration not stated)	1	.	1.6	10	8	19	-7	0	2
O=c1c2ccccc2ncn1CCOc1ccccc1[N+](=O)[O-]	0	1	-0.8	14	-8	-23	-3	-2	1
O=C(CC(c1ccccc1)c1cc(Cl)ccc1O)N1CCCC1 (configuration not stated)	-5	.	-1.7	4	17	-3	17	-15	4
Cc1ccccc1OCC(=O)N1CCCc2ccccc21	-3	-2	2.3	7	-17	20	4	-3	5
C/C(N)=C(/C#N)C(=O)COC(=O)c1ccccc1O	7	-1	0.1	8	-2	1	0	0	2
O=C(NC(NCc1ccccn1)(C(F)(F)F)C(F)(F)F)c1ccco1	5[fluorescence artefact?]	-1	4.3	6	14	-5	-1	-7	-4
Cn1c(SCC(=O)Nc2ccc(F)cc2)nc2c([nH]c3ccccc32)c1=O	-2	0	1.5	7	-12	-33	15	-16	2
COc1ccc(-n2c(C)cc(C(=O)Cn3nc(C(=O)O)c4ccccc4c3=O)c2C)cc1	6	9	-0.3	9	-24	-25	-9	-1	3
COC(=O)c1[nH]c2ccc(Cl)cc2c1NC(=O)CCN1CCN(C2CCCCC2)CC1	4[fluorescence artefact?]	-1	0.4	9	-2	2	12	1	-5
CCC(C(=O)Nc1ccncc1)c1ccccc1 (configuration not stated)	-6[fluorescence artefact?]	1	0.4	3	6	13	0	-11	6
CC(C)CN(C(=O)CSc1nnnn1C)C1CCS(=O)(=O)C1 (configuration not stated)	0	-4	-1.9	7	26	21	18	0	5
Nc1ccccc1C(=O)NNC(=O)C(=O)/C=C(\O)c1ccccc1	8	.	0.2	6	1	-33	2	-1	0
C#CCNC(=O)C1=C[C@@H](C2CCCCC2)[C@H](CCCO)[C@@H](OCC)O1	0	-6	-1.0	9	-14	-8	-10	7	-2
O=c1cc(Nc2ccc3c(c2)OCO3)[nH]c(=O)n1-c1ccc(Br)cc1	3	-3	2.8	6	-5	28	11	-25	6
CC(C)n1cnc2c(=S)nc[nH]c21	-6	.	0.2	9	13	-4	-9	7	5
Cc1cc(/C=C2/NC(=O)NC2=O)c(C)n1-c1sc2c(c1C#N)CCCC2	-1	-1	-4.0	2	7	-16	13	3	-4
COCCCNC(=O)c1c(NC(=O)c2cccs2)sc2c1CCCC2	-1	4	1.1	12	-3	39	5	-22	-1

A few values from above:
Reading for CC(C)n1cnc2c(=S)nc[nH]c21 in EP2 antag: 9
Reading for CCC(C(=O)Nc1ccncc1)c1ccccc1 (configuration not stated) in S1P4 antagonist: -11
Reading for C#CCNC(=O)C1=C[C@@H](C2CCCCC2)[C@H](CCCO)[C@@H](OCC)O1 in NPY-Y1 PAM-ag: -14

Remaining list, next part
SMILES	eIF4E 4G PPI	NPY-Y1 antag	S1P4 ag	EP2 antag	NPY-Y1 PAM-ag	EP2 mod	NPY2 pot ag	S1P4 antagonist	p97 inhibitor
CC(C)CCNC(=O)C(c1ccc(O)cc1)N(C(=O)C1COc2ccccc2O1)c1cccc(O)c1 (configuration not stated)	3	11	-0.9	6	-1	18	-10	13	3
Cn1cccc1-c1nc2ccc(NC(=O)c3ccc([N+](=O)[O-])cc3)cc2[nH]1	4	4	1.7	18	1	-4	-25	-2	2
COc1ccc(Sc2nc3ccccc3n3c(C(F)(F)F)nnc23)cc1	5	-8	-0.6	10	8	15	10	12	7
CCOc1c(OC(C)=O)ccc(/C=C2\N=C(SCC)SC2=O)c1[N+](=O)[O-]	15[fluorescence artefact?]	-1	-0.4	9	-18	-14	-6	7	0
CN(C)c1ccc(-c2nn3c(-c4ccccc4Cl)nnc3s2)cc1	-37[fluorescence artefact?]	8	1.8	4	-29	46	-5	-10	-6
COC(=O)c1ccc(NC(=O)N2CCC(O)(c3cccnc3)CC2)cc1	6	4	0.2	14	28	-19&20	-8	-7	5
COc1ccc(NC(=O)CC2Nc3ccccc3NC2=O)c([N+](=O)[O-])c1 (configuration not stated)	-1	-3	0.2	4	5	-21	-2	2	7
COc1ccc(OCC(O)CNC(=O)Nc2cc(F)ccc2C)cc1 (configuration not stated)	2	.	-0.1	8	18	-11	14	-1	7
COc1cc(C)c(/C=C(\C#N)C(=O)Nc2ccc(C)cc2)cc1C(C)C	-2[fluorescence artefact?]	9	-0.7	5	0	24	12	-4	0
CCC1S/C(=N/C(=O)NC2CCCCC2)NC1=O (configuration not stated)	2	1	0.6	6	20	44	-2	-15	-1
CCOP(=O)(OCC)C(NC(=O)Nc1ccc(Cl)c(Cl)c1)C(N)=O (configuration not stated)	4	-3	1.5	5	24	-23	-3	-2	4
COC(=O)c1nc2n(n1)C(c1ccc([N+](=O)[O-])cc1)C(C(=O)Nc1ccc(Cl)cc1)=C(C)N2 (configuration not stated)	3	-2	0.7	4	-11	-30	4	-19	3
C=CCc1cccc2ccc(=O)oc12	-4	0	0.6	12	-28	29	-1	-13	2
CC1(C)CC(=O)C(Sc2ccccc2C(=O)O)=C(O)C1	18	-4	0.6	3	16	14	-6	-5	8
O=C(CCCN1C(=O)c2ccccc2C1=O)N1CCOCC1	2	-4	0.9	2	17	5	5	-12	1
Cc1ccc2nc(Cc3ccc(N)cc3)oc2c1	-1	-8	0.2	13	-3	-36	8	1	1
COc1cccc2cc(C(N)=O)oc12	3	0	-0.6	4	-5	-3	-3	-9	1
C/C(=N/NC(=O)c1ccc(Br)o1)c1ccncc1	0	-4	-0.7	5	0	3	0	-5	6
O=C(COc1ccccc1[N+](=O)[O-])Nc1cc(Cl)ccc1C(=O)O	4	9	0.8	1	-4	-13	-14	-8	-1
O=C(CN1C(=O)COc2ccccc21)NCCC1=CCCCC1	0	-3	-0.1	7	5	-12	6	1	2
CCC(c1nnnn1Cc1ccccc1)N(Cc1cc2cc(OC)ccc2[nH]c1=O)CC1CCCO1 (configuration not stated)	2	8	0.7	13&10	-19	30&3	-19	-8	1
Cc1ccc(C)c(NC(=O)CS(=O)(=O)c2cn(C)c3ccccc23)c1	-10[fluorescence artefact?]	-4	1.9	9	-10	-4	-3	-3	2
Cc1ccc2oc(=O)n(CC(=O)OC(C)C)c2c1	5[fluorescence artefact?]	-3	-1.7	6	0	30	2	-14	-2
Cc1cc(C)n(CC(=O)N2N=C(C(F)F)CC2(O)C(F)F)n1 (configuration not stated)	1[fluorescence artefact?]	14	-2.9	5	-20	13	10	-2	10

3 entries from above, arranged by their value in S1P4 antagonist, lowest first.
SMILES	S1P4 antagonist
Cc1ccc2c(c1)Cc1nc3ccccc3nc1-2	-30
CCC(C(=O)Nc1ccncc1)c1ccccc1 (configuration not stated)	-11
O=C(COc1ccccc1[N+](=O)[O-])Nc1cc(Cl)ccc1C(=O)O	-8
